# TWEAK-Fn14 inh – inhibitors of TWEAK-Fn14 signaling, primary screen, luciferase reporter cells, uHTS; TWEAK-stimulated Fn14 reporter cells, luciferase luminescence, 8 h; inhibition, % at 10 µM; actives 2% (n = 360,000); AID 1159606, 2016; in the data active = inhibition above about 50%
# KKLEB cytotox – cytotoxicity in KKLEB CF airway cells, primary screen, cytotoxicity control for CF NF-kB inhibitor project, cell-based, uHTS, fluorescence assay plates. KKLEB CF airway cells viability, ATPlite luminescence, overnight; hits give low values; cells stimulated with P. aeruginosa culture filtrate. activity change (cytotoxicity), % at 5 µM. actives 0.36% (n = 360,000). AID 602141, 2011;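 active = corrected activity change at or below -50% at 5 µM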
# NCOA3 inh – SRC3 coactivator transcriptional activity inhibitors, primary screen, cell-based, luminescence; inhibition, % at 3.6 µM; HEK293 GAL4-SRC3 luciferase reporter; AID 588352, 2011; actives 0.17% (n = 360,000);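 active = inhibition above a per-campaign cutoff, the mean of all compounds plus 3 SD, cut at about 60% in these data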;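 note: 0% = DMSO-treated cells and 100% = gossypol-treated cells at 36 µM; higher means less SRC3-driven luciferase light from the GAL4 reporter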
# NR2F2 inh – NR2F2 transcriptional activity inhibitors, primary screen, cell-based, luciferase reporter, HEK293T, luminescence; COUP transcription factor 2 (Homo sapiens), P24468; HEK293T NGFI-A luciferase reporter; inhibition, % at 8.6 µM; actives 0.7% (n = 370,000);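 active = inhibition above a per-plate cutoff, mean inhibition of test wells between control levels plus 3 SD, cut at about 38% in these data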;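 note: cells cotransfected with COUP-TFII expression vector driving the NGFI-A reporter; 0% = median of COUP-TF2 test wells and 100% = reporter-only cells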
# Target sequence (P24468 whole entry, looked up): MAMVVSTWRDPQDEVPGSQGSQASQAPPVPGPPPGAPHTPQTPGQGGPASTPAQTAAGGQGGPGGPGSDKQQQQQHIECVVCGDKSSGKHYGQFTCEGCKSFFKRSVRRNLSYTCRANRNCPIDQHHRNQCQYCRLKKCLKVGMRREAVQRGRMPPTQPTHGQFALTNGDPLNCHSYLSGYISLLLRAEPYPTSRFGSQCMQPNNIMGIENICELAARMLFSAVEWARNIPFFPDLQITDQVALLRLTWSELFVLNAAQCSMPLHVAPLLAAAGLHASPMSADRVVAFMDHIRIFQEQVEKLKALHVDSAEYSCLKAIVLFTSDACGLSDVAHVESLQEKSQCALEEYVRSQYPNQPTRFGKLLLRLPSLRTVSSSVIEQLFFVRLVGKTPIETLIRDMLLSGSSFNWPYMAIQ
# Shn3 inh set2 – reduction of Shn3 3'UTR firefly luciferase signal, primary screen, Schnurri-3 inhibitor project, cell-based, Clone20 osteoblasts, set 2; inhibition, % at 12.5 µM; AID 588674, 2011; actives 0.52% (n = 360,000); Clone20 osteoblast Shn3 3'UTR firefly luciferase, 24 h;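 active = mean inhibition of at least 75% with every replicate also reaching 75%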;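 note: 0% = median of neutral control wells and 100% = pilot-screen positive control compound; some compounds past the cut are filed as inactive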
# NR5A2 inv ag – LRH-1 (NR5A2) inverse agonists, primary screen, cell-based, luminescence, HEK293T, StAR-luciferase reporter. Nuclear receptor subfamily 5 group A member 2 (Homo sapiens), O00482. LRH-1 transfected, 24 h. inhibition, % at 3.6 µM. actives 0.13% (n = 360,000);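 active = inhibition above the mean inhibition of all tested compounds plus 3 SD, cut at about 73% in these data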;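 note: 0% = DMSO wells and 100% = reporter-only cells lacking LRH-1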
# CF NFkB inh – inhibitors of PAF-induced NF-kB signaling, primary screen, cell-based, GFP fluorescence, uHTS; KKLEB NF-kB-GFP reporter, GFP fluorescence overnight; inhibition, % at 5 µM; actives 0.86% (n = 360,000); AID 588850, 2011;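 active = at least 50% inhibition at 5 µM, scaled per plate between neutral and stimulator controls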;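 note: PAF is a Pseudomonas aeruginosa culture filtrate used as stimulus; plate controls were PAF-stimulated DMSO wells for no effect and unstimulated DMSO wells for full effect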
# TROY NFkB inh – inhibitors of TROY-driven NF-kB signaling, primary screen, Q293 LMP1-TROYcd cells, NF-kB luciferase, uHTS. Q293 LMP1-TROYcd NF-kB luciferase reporter, 4 h. inhibition, % at 10 µM. actives 0.98% (n = 360,000);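 active = compounds whose plate-normalised and pattern-corrected inhibition of the luciferase reporter signal at the single screening dose is 50% or more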
# C8 TRAIL sens – viability loss with TRAIL in NB7+C8 cells, primary screen, TRAIL sensitizer project, cell-based, ATPlite luminescence. actives 1% (n = 360,000). inhibition (viability loss, TRAIL sensitization), % at 10 µM;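 active = compounds causing at least 50% loss of cell viability in the single-dose screen, relative to plate controls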
# LMP1 NFkB inh – EBV LMP1-driven NF-kappaB luciferase reporter inhibitors, primary screen, cell-based, luminescence, single point; LMP1-induced NF-kappaB luciferase reporter cells; inhibition, % at 12.5 µM; actives 0.69% (n = 350,000); in the data active = inhibition above about 41%;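 note: 0% = neutral control wells and 100% = reference inhibitor control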
# SRC1 inh – SRC1 coactivator transcriptional activity inhibitors, primary screen, cell-based, luminescence; Nuclear receptor coactivator 1 (Homo sapiens), Q15788; HEK293 GAL4-SRC1 luciferase reporter; inhibition, % at 3.6 µM; actives 0.12% (n = 360,000);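 active = inhibition above the campaign mean plus 3 SD, with each screening campaign given its own cutoff, cut at about 60% in these data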;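 note: 0% = DMSO treated cells and 100% = gossypol at 36 µM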
# An asterisk follows results filed as active; . = not tested or not shown. A portion of the library; the hit share may differ from the screen's.
Molecule,TWEAK-Fn14 inh,KKLEB cytotox,NCOA3 inh,NR2F2 inh,Shn3 inh set2,NR5A2 inv ag,CF NFkB inh,TROY NFkB inh,C8 TRAIL sens,LMP1 NFkB inh,SRC1 inh
CCN1C(=O)[C@H]2[C@@H](c3ccc(C)cc3)N3C(=O)N(c4cccc(Br)c4)C(=O)[C@@]3(CC(C)C)[C@H]2C1=O,-3.9,-13.7,10.0,13.1,-15.2,1.3,11.3,-8.5,-18.9,-0.9,-11.4
Cc1cccc(N2CCN(C(=O)c3ccccc3SCC(=O)N3CCCC3)CC2)c1C,-15.3,1.1,-38.2,4.9,8.2,-4.0,-3.6,5.3,3.3,8.0,4.4
CC(=O)NC12CC3CC(C1)CC(C(=O)Nc1nc4c(C)cccc4s1)(C3)C2,22.4,-0.7,-1.2,4.4,7.2,2.1,10.9,-41.2,-5.1,-8.4,6.7
CCC(=O)N(Cc1cc(=O)[nH]c2ccccc12)c1cccc(C)c1,9.4,-0.1,6.2,3.4,-6.3,7.6,2.9,19.9,13.0,-0.9,-34.3
CCCCC(C(=O)NC1CCCC1)N(Cc1ccco1)C(=O)Cn1nnc(-c2ccc(F)cc2)n1 (stereo not drawn),-3.4,-8.1,10.3,-3.5,16.0,-10.3,9.8,-5.2,7.6,2.1,-0.9
COc1ccc(CCNC(=O)NC23CC4CC(CC(C4)C2)C3)cc1OC,-15.2,-2.2,0.6,-0.3,7.9,20.3,-11.5,12.8,-1.0,-1.6,-0.6
Cc1ccc(CN2CC(N3CCN(CCO)CC3)CS2(=O)=O)cc1 (stereo not drawn),-12.6,10.8,0.7,5.2,13.2,1.7,-6.3,9.8,-11.6,.,20.1
COc1ccc(C(=O)N2CCN(Cc3cc(OC)ccc3OC)CC2)cc1,-0.6,-6.1,-3.4,6.3,0.9,9.1,0.3,-2.1,-4.6,7.0,0.4
Fc1ccc(-c2nc3c4ccccc4ccn3c2Cc2ccccc2C(F)(F)F)cc1,-2.1,-9.8,-17.7,.,-8.6,-15.0,7.6,58.8*,1.2,.,-12.8
Clc1ccc(-c2cn3c(n2)CCC3)cc1,-0.3,-14.4,-61.2,-36.2,-56.6,-109.8,-5.3,-25.4,16.6,-8.1,-81.4
O=C(O)/C(=C/c1cccnc1)NC(=O)c1ccccc1,1.5,-1.2,29.2,-3.6,-4.7,19.9,3.5,1.7,8.1,-6.8,10.6
CCOc1ccc2cc(C(=O)NCc3ccccc3)c(=N)oc2c1,-5.7,-2.5,-8.9,3.1,13.1,-8.5,5.9,-50.3,5.6,-6.0,4.6
C#CCOCCOCCOCCNc1nc(N2CCN(C(=O)Cn3cc(CC(C)O)nn3)CC2)nc(N2CCN(C(=O)[C@H](CCCCN)n3cc(CCC(=O)O)nn3)CC2)n1 (stereo partly drawn),6.9,18.7,11.1,-13.4,-19.8,-20.8,-2.1,-3.4,10.1,-1.8,-3.8
COC(=O)c1sc(S(=O)(=O)N2CCCCC2C(=O)O)c(C(=O)OC)c1C (stereo not drawn),12.3,0.8,8.1,5.8,-16.7,13.4,-4.5,-10.5,11.6,-5.1,1.3
COc1ccc(CCC(=O)NCCCNC(=O)CCc2ccc(OC)cc2)cc1,-5.0,17.0,11.2,-6.0,4.8,6.7,-9.3,13.8,22.6,4.0,-14.2

# Two entries picked at random from the list so far:
Molecule,TWEAK-Fn14 inh,KKLEB cytotox,NCOA3 inh,NR2F2 inh,Shn3 inh set2,NR5A2 inv ag,CF NFkB inh,TROY NFkB inh,C8 TRAIL sens,LMP1 NFkB inh,SRC1 inh
Clc1ccc(-c2cn3c(n2)CCC3)cc1,-0.3,-14.4,-61.2,-36.2,-56.6,-109.8,-5.3,-25.4,16.6,-8.1,-81.4
Cc1ccc(CN2CC(N3CCN(CCO)CC3)CS2(=O)=O)cc1 (stereo not drawn),-12.6,10.8,0.7,5.2,13.2,1.7,-6.3,9.8,-11.6,.,20.1

# Record cards, from the list above. Screens in order: TWEAK-Fn14 inh, KKLEB cytotox, NCOA3 inh, NR2F2 inh, Shn3 inh set2, NR5A2 inv ag, CF NFkB inh, TROY NFkB inh, C8 TRAIL sens, LMP1 NFkB inh, SRC1 inh
# `COc1ccc(CCNC(=O)NC23CC4CC(CC(C4)C2)C3)cc1OC` is listed with -15.2, -2.2, 0.6, -0.3, 7.9, 20.3, -11.5, 12.8, -1.0, -1.6, -0.6
# `CCC(=O)N(Cc1cc(=O)[nH]c2ccccc12)c1cccc(C)c1` is listed with 9.4, -0.1, 6.2, 3.4, -6.3, 7.6, 2.9, 19.9, 13.0, -0.9, -34.3
# `Cc1ccc(CN2CC(N3CCN(CCO)CC3)CS2(=O)=O)cc1` (stereo not drawn) is listed with -12.6, 10.8, 0.7, 5.2, 13.2, 1.7, -6.3, 9.8, -11.6, ., 20.1

# Continued.
Molecule,TWEAK-Fn14 inh,KKLEB cytotox,NCOA3 inh,NR2F2 inh,Shn3 inh set2,NR5A2 inv ag,CF NFkB inh,TROY NFkB inh,C8 TRAIL sens,LMP1 NFkB inh,SRC1 inh
O=[N+]([O-])c1cccc(/C=C/C=N/Nc2nc(N3CCCCC3)nc(N3CCCCC3)n2)c1,2.7,11.4,-5.6,13.4,14.5,7.2,-15.7,-0.4,-6.0,-0.1,2.9
COC(=O)[C@]12CCCCC=C1N(Cc1ccccc1)C(=O)[C@H](CC(=O)NCCCCc1ccccc1)C2,18.5,.,.,8.4,.,-10.5,.,27.1,-14.6,.,.
CCOC1=C2[C@@H](CN(S(=O)(=O)c3ccc(C)cc3)[C@H]2c2ccccc2F)[C@H]2C(=O)N(CC)C(=O)[C@H]2C1,16.4,-11.2,7.6,-15.7,-12.9,-5.2,13.3,-1.0,-26.3,.,9.5
O=C(C1CCCC1)N(c1ccccc1)C1C=CS(=O)(=O)C1 (stereo not drawn),3.5,-5.4,8.4,-6.1,-5.0,9.9,3.0,3.7,4.4,-10.7,13.3
ClC(/C=N/n1cnnc1)=C/c1ccccc1,20.6,-12.9,12.9,-14.6,.,-18.3,-7.5,-5.6,10.5,-14.7,-7.2
Cc1nn(-c2ccccc2)c2sc(C(=O)N3CCc4ccccc4C3)cc12,24.7,13.9,18.8,5.1,4.1,-18.8,-26.4,-1.1,7.8,-2.6,9.1
CC(C)CN(C(=O)CSc1nnnn1-c1ccccc1)c1c(N)n(CC(C)C)c(=O)[nH]c1=O,10.8,-20.0,17.5,-6.6,0.2,-20.3,11.8,-10.4,3.9,2.8,-7.8
